Screening data as filed in PubChem BioAssay.
Wnt act = Wnt/beta-catenin pathway activators, primary screen, cell-based, plate reader, single point | Wnt/beta-catenin reporter cell assay, activator | 300,000 tested, 1.2% active | AID 743398, 2014 | activation, % at 9.35 µM; in the data active = activation above about 30%, passing the limit was not always enough;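 also: 0% = neutral control wells and 100% = positive control wells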
Tat export inh = E. coli Tat export inhibitors, primary screen, MC4100, TorA-mCherry reporter, fluorescence, single point; inhibition, % at 10 µM; 340,000 tested, 0.036% active;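 active = mean replicate inhibition at least 50% and at least half of replicates individually reaching 50%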;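 also: exported cargo escapes ClpAP degradation while cytoplasmic cargo is degraded and loses fluorescence; 0% = median of neutral control wells and 100% = median of NaSCN control wells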
Rtt109 Vps75 = inhibitors of C. albicans Rtt109/Vps75 HAT, primary screen, biochemical, ThioGlo CoA-SH fluorescence, plate reader; Histone acetyltransferase RTT109 (Candida albicans (strain SC5314 / ATCC MYA-2876)), …; purified Rtt109/Vps75, 4 h; inhibition, % at 34.9 µM; 330,000 tested, 0.16% active;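 active = inhibition of at least 50% in every replicate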
Target sequence (Q5AAJ8 whole entry, looked up): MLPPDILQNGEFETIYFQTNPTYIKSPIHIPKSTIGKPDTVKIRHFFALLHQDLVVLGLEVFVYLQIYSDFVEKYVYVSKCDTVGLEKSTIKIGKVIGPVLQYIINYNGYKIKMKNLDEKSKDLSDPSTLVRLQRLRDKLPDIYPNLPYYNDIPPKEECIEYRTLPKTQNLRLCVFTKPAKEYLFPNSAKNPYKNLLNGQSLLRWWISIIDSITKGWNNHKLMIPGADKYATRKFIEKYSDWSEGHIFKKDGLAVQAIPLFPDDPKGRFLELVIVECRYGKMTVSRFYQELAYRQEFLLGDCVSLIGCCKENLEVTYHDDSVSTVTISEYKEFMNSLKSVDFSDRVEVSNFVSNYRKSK
phage Ecoli inh = growth loss of phage-infected E. coli, primary screen, RecBCD inhibitor project, absorbance, with phage, HTS; inhibition, % at 11.9 µM; 360,000 tested, 0.26% active; AID 651602, 2012; in the data active = inhibition above about 11%
AddAB inh = growth inhibition of E. coli expressing H. pylori AddAB, primary screen, AddAB inhibitor project, absorbance | AID 435030, 2010 | inhibition, % at 11.9 µM | 330,000 tested, 0.29% active; in the data active = inhibition above about 12%;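 also: 0% = vehicle wells of infected cells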
PfHsp90 set2 = growth inhibition of PfHsp90-expressing yeast, primary screen, antimalarial PfHsp90 inhibitor project, S. cerevisiae, BacTiter-Glo luminescence, single point, set 2. inhibition, % at 9.4 µM. BacTiter-Glo ATP, 48 h; yeast lacking PDR1 and PDR3 efflux regulators. 310,000 tested, 0.32% active;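 active = every replicate shows inhibition above about 80%, whatever the replicate mean, limit read from the data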;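 also: 0% = DMSO neutral controls and 100% = 20 µM radicicol positive controls; yeast relying on Plasmodium falciparum Hsp90 in place of its own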
Ecoli viability = E. coli V3065 growth inhibition, primary screen, counter-screen for AddAB inhibitor project, absorbance, OD600; AID 449728, 2010; 18 h; 330,000 tested, 0.27% active; inhibition, % at 11.9 µM;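 active = inhibition above the campaign's mean inhibition across all tested compounds plus 3 SD, cut at about 9.9% in these data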;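 also: uninfected addAB+ strain grown without phage in ampicillin broth; 0% = DMSO wells and 100% = ciprofloxacin 0.95 µg/ml wells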
DAGLB inh = DAGLB lipase inhibitors, primary screen, biochemical, fluorescence, HTS; HEK293T DAGLB membrane lysate, EnzChek fluorogenic substrate; 340,000 tested, 0.059% active; inhibition, % at 5.17 µM; Diacylglycerol lipase-beta (Homo sapiens), Q8NCG7; in the data active = inhibition above about 34%;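 also: 0% = enzyme with vehicle and 100% = wells lacking enzyme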
Target sequence (Q8NCG7 whole entry, looked up): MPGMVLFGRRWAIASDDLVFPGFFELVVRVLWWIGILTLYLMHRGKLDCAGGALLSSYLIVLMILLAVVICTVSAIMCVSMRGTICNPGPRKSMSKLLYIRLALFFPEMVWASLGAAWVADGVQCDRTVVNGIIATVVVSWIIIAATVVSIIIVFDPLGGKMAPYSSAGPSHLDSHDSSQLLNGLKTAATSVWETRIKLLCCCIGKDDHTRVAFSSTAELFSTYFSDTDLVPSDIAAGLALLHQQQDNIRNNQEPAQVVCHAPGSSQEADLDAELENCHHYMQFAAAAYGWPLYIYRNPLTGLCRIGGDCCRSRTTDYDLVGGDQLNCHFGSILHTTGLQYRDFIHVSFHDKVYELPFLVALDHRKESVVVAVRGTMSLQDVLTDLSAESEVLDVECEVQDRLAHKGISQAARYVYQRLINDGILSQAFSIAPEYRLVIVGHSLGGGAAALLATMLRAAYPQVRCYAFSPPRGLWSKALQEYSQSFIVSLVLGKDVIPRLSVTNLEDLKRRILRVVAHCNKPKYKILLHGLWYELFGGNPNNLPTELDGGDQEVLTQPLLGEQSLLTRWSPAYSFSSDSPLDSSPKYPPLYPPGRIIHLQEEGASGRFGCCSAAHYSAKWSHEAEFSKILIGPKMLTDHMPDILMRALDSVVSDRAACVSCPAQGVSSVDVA
PvdQ acylase = P. aeruginosa PvdQ acylase inhibitors, primary screen, biochemical, fluorescence, plate reader and imaging, single point. 340,000 tested, 0.063% active. PvdQ acylase [Pseudomonas aeruginosa LESB58]. inhibition, % at 10 µM. purified PvdQ acylase; in the data active = inhibition above about 30%, passing the limit was not always enough;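 also: 0% = vehicle neutral wells and 100% = reference inhibitor wells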
CAL PDZ FP = CAL PDZ peptide-binding inhibitors, primary screen, biochemical, fluorescence polarization, Cer-tagged CAL PDZ, HTS; 330,000 tested, 0.02% active; Golgi-associated PDZ and coiled-coil motif-containing protein (Homo sapiens), Q9HD26; AID 504414, 2011; inhibition, % at 20 µM; purified CAL PDZ, TMR-peptide fluorescence polarization, 1 h;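 active = highest replicate inhibition of at least 40%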;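 also: plate controls were DMSO neutral control wells for no effect and unlabeled competitor peptide control wells for full effect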
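Read-out basis: mP drop reported as inhibition | Assay system: Tagged CAL PDZ protein CerCALP, purified | Benchmarks: Unlabelled peptide for full inhibition, DMSO wells as neutral | Schedule: 1 h incubation at room temperature before polarization reading | Buffer or medium: Sodium phosphate/NaCl buffer pH 7.4 with TCEP, IgG, Thesit | Doses: Single point, 20 µM | Measured by: Fluorescence polarization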
* = called active by the depositor; / = not tested or not shown.

SMILES	Wnt act	Tat export inh	Rtt109 Vps75	phage Ecoli inh	AddAB inh	PfHsp90 set2	Ecoli viability	DAGLB inh	PvdQ acylase	CAL PDZ FP
O=C(Nn1c(COc2ccccc2)nc2ccccc2c1=O)C(Cl)(Cl)Cl	0.5	-4.2	0.5	-0.4	/	-2.1	/	3.3	13.3	1.0
COc1cc(S(=O)(=O)N2CCN(c3ccccc3F)CC2)c(OC)cc1Cl	/	2.5	13.2	2.7	2.8	27.7	1.9	-6.7	-15.3	-1.2
CCOc1cc(C)c(S(=O)(=O)NCc2ccccn2)cc1C	-1.8	-5.0	1.8	3.0	0.8	-30.2	0.6	-2.0	-8.0	2.2
O=c1cc(CNc2cc(C(F)(F)F)cc(C(F)(F)F)c2)nc2sccn12	-2.7	6.9	-3.7	1.7	3.6	-25.2	-0.3	-2.3	6.1	0.0
CCSc1nnc(-c2cc(Br)ccc2N=Cc2c(C)[nH]n(-c3ccccc3)c2=O)c(=O)[nH]1	1.7	-2.1	-5.1	3.3	5.0	-10.6	2.0	8.8	0.6	-3.4
O=C(Cn1ncc2c(=O)oc3ccccc3c21)NCCN1CCN(c2ccccc2F)CC1	1.8	-2.7	0.4	2.3	1.1	6.0	-0.4	0.1	-11.9	0.7
Cc1ccc(-c2noc(CCC(=O)NC3CC3)n2)cc1	4.4	-3.7	-6.8	-1.4	4.5	-19.5	-0.1	-0.4	-6.8	0.0
CCOc1ccc(N2CC(C(=O)Nc3nnc(Cc4ccc(OC)cc4)s3)CC2=O)cc1 (stereo not drawn)	-0.5	2.3	9.9	1.8	0.0	-3.7	-4.1	0.5	0.7	-2.4
CCN1CCN(C(=O)COCc2cc(-c3ccc4c(c3)OCO4)on2)CC1	-1.0	3.4	-15.6	4.4	2.2	-8.1	0.5	-0.5	-2.1	-1.6
c1ccc2c(c1)nnn2-c1ncnc2sccc12	8.5	-8.1	12.7	1.7	1.4	-10.2	-1.5	-14.2	12.3	0.2
CCC(Cc1ccccc1)NC(=O)C1CCN(S(=O)(=O)c2ccc3c(c2)CC(C)N3C(C)=O)CC1 (stereo not drawn)	-1.5	1.2	-11.3	2.2	-2.8	6.6	-1.3	-0.1	9.6	-0.7
Cc1nn(C)c(C)c1S(=O)(=O)N1CCC(C(=O)NC(C)c2ccccc2)CC1 (stereo not drawn)	-4.0	-8.2	-4.8	2.1	4.2	7.4	-0.4	0.8	-10.9	0.6
Cc1ccnc(NC(=S)NC(=O)/C=C/c2ccccc2)c1	16.0	0.0	-2.8	0.5	0.1	15.5	-0.9	-1.6	-4.8	0.1
O=c1cc(Nc2ccc3c(c2)OCCO3)[nH]c(=O)n1-c1ccc(Br)cc1	/	-0.4	/	1.9	1.1	-5.3	3.5	3.6	-7.6	-3.0
CCOc1ccccc1NC(=O)CC1Nc2cc(C)c(C)cc2NC1=O (stereo not drawn)	/	0.2	-2.4	0.1	3.0	17.7	2.9	-3.9	5.9	0.0
CCCc1c(C(=O)Nc2cc(C(C)(C)C)on2)cnn1-c1ccccc1	-0.7	0.5	3.7	2.3	0.5	-27.7	0.9	0.1	-3.1	-0.2
CC(=O)NNc1ncnc2c1cnn2-c1ccc(C)cc1	2.5	-3.4	-8.6	1.4	-0.2	/	-3.4	2.2	-11.3	-1.2
CCOCCCNC(=O)C1CCC(CNS(=O)(=O)c2ccc(Cl)cc2)CC1 (stereo not drawn)	-0.6	10.2	-2.5	1.6	0.6	-23.9	-3.8	1.1	0.2	-1.7
Clc1cc(Br)ccc1OCCOCCN1CCOCC1	/	-8.9	-1.9	1.0	-1.4	1.3	0.2	-0.5	-1.0	-1.8
CCOC(=O)Nc1nnc(-c2ccc(OC)c(OC)c2)s1	0.1	-5.3	7.8	1.9	5.2	-4.5	-0.1	-3.4	0.1	-0.2
Cc1n[nH]c(=O)c2c(NC(=O)CSc3nncs3)oc(C)c12	1.5	3.7	-3.3	5.1	1.5	-14.5	1.0	2.8	-0.9	0.1
Cc1ccc(NC(=O)CSc2nnc(CNC(=O)C34CC5CC(CC(C5)C3)C4)n2-c2ccc(F)cc2)cc1	/	3.2	1.3	1.7	1.9	-3.4	-3.0	-0.6	-14.0	-0.3
O=C(CCN1CCOCC1)NNC(=O)c1ccc(Cl)c([N+](=O)[O-])c1	-3.6	-5.5	-10.6	1.3	1.8	/	0.9	0.9	-6.2	0.0
Cc1ccc(Cc2nnc(SCC(=O)Nc3ccccc3)n(N)c2=O)cc1	-1.7	-0.2	10.9	3.2	-0.6	-35.2	0.4	-1.5	-6.1	-1.0
CCO[C@H]1OC(C(=O)N2CCN(C)CC2)=C[C@@H](C(C)(C)C)[C@@H]1CCCO	0.2	-12.3	-9.4	2.5	3.9	-8.5	0.9	-1.2	9.4	0.2
COc1ccccc1NS(=O)(=O)c1cc(NC(=O)c2ccc(Cl)nc2)ccc1N1CCCC1	/	22.6	-0.5	/	1.5	-11.0	-0.1	-2.5	-18.1	3.3
C=CC[C@H](CC(=O)N[C@H](CO)Cc1ccccc1)C(=O)N[C@@H](COC(=O)[C@@H](CC=C)CC(=O)OC(C)(C)C)Cc1c[nH]c2ccccc12	-4.2	16.3	-5.3	2.9	-0.7	-10.6	-0.9	5.4	-10.7	-0.9
C#CCN(CC=C)C(=O)C1CCC(=O)N(CCCc2ccccc2)C1 (stereo not drawn)	-0.6	-0.4	-7.8	0.2	2.9	13.8	-0.7	-1.3	-12.2	0.3
C#CCN1C(=O)C2C(C(=O)NC)C3C=CC2(O3)C1C(=O)NCc1ccc(OC)cc1 (stereo not drawn)	-5.2	6.1	2.4	3.2	0.1	21.1	-5.5	0.0	-5.1	-1.5
COc1ccc2ccccc2c1/C=N/NC(=O)c1cccc([N+](=O)[O-])c1	0.1	-8.6	-1.4	-1.3	0.4	18.1	-0.7	-0.3	-9.9	1.5
Cc1cc(O)ccc1N/C=C(\C#N)c1nc2ccccc2o1	-0.8	-4.3	/	1.7	0.9	18.7	1.7	-1.2	3.5	-2.0
COc1ccc(S(=O)(=O)N2CCCC(C(=O)NCc3cccnc3)C2)cc1 (stereo not drawn)	-3.0	-3.0	3.6	2.4	4.9	-2.9	0.1	-0.6	-2.8	-1.5
Cc1ccc(S(=O)(=O)N2CCC(C(=O)Nc3ccc4c(c3)COC4=O)CC2)cc1	/	-12.1	2.3	1.4	2.1	4.2	0.6	0.8	-14.7	-2.2
N#Cc1c(Cl)cccc1-n1ccnc1	/	-0.5	0.7	2.7	1.1	14.4	-0.9	-3.9	4.3	0.2
CCOc1ccc(/C=N/OCC(=O)Nc2cc(C)on2)cc1	0.6	-5.0	/	7.9	8.3	-0.6	1.5	-3.2	2.1	-2.6
CCC1c2ccc(C)n2CCN1C(=O)Nc1ccc(F)cc1 (stereo not drawn)	/	-6.0	-6.6	0.5	-0.5	3.2	-0.4	-1.2	-4.1	1.1
O=C(NC1CCCCC1)c1ccc(CNc2ccccc2)o1	3.5	2.0	-3.9	1.6	1.9	-19.9	-1.6	0.6	-16.0	-0.4
O=C(CN(Cc1ccc2c(c1)OCO2)C(=O)CNC(=O)c1ccco1)NC1CCCCC1	/	-4.8	-0.9	1.7	-0.2	-10.9	-0.5	2.1	-11.0	-1.9
CC1CN(CC(=O)NCc2ccccc2)CC(C)O1 (stereo not drawn)	1.5	5.3	-0.2	0.2	3.3	1.0	0.3	-0.9	8.6	/
COc1ccc(-n2nnnc2SCC(=O)NCCc2ccccc2)cc1OC	-4.3	12.4	3.4	1.4	3.1	9.2	2.9	-0.2	-10.3	-0.8
CC(C)(C)c1ccc(NC(=O)CCNC(=O)c2ccco2)cc1	-1.0	-10.7	0.2	3.0	5.0	6.3	4.8	0.3	-18.0	-0.9
Cc1cc(C(=O)OCC(=O)N2CCOCC2)c(C)n1-c1ccccc1	4.8	-0.6	4.6	0.9	0.2	4.8	-0.2	-2.1	-6.1	-2.3
COc1cccc(CNn2c(-c3cccc(C)c3)nc3ccccc3c2=O)c1O	-0.4	-2.5	6.6	0.4	0.4	/	0.5	0.3	-10.4	-1.0
COc1cccc(C(=O)N2CCN(S(=O)(=O)Cc3ccccc3)CC2)c1	-1.9	6.3	-19.3	2.7	3.0	12.4	1.2	2.8	-3.9	-0.5
COc1ccc2nc(SCC(=O)Nc3c(C)cccc3C)[nH]c2c1	-3.9	-1.4	5.4	0.8	-0.3	17.4	-0.1	1.0	-11.3	-2.4
OCCNc1ncnc2ccc(Br)cc12	/	4.3	-6.9	3.9	1.5	-4.7	0.2	-3.3	-7.2	-0.6
N#C/C(C(N)=O)=C1/SC(Cc2ccc(F)cc2)C(=O)N1c1ccccc1 (stereo not drawn)	-2.6	2.4	4.1	0.5	0.5	4.1	0.4	0.4	-15.5	0.5
COC(=O)c1ccc(N2CCN(c3ccccc3)CC2)c(NC(=O)C2CC2)c1	-8.1	-4.7	-5.0	1.0	0.0	13.8	-1.6	-2.2	8.5	-3.2
CSCCC(NC(=O)c1ccc(Cl)cc1Cl)C(=O)OCC(N)=O (stereo not drawn)	5.1	5.8	6.5	-1.9	-0.7	14.3	-0.1	3.3	-8.8	0.2

Eight compounds out of the list, sorted by length of the SMILES, ascending.
SMILES	Wnt act	Tat export inh	Rtt109 Vps75	phage Ecoli inh	AddAB inh	PfHsp90 set2	Ecoli viability	DAGLB inh	PvdQ acylase	CAL PDZ FP
OCCNc1ncnc2ccc(Br)cc12	/	4.3	-6.9	3.9	1.5	-4.7	0.2	-3.3	-7.2	-0.6
CC1CN(CC(=O)NCc2ccccc2)CC(C)O1 (stereo not drawn)	1.5	5.3	-0.2	0.2	3.3	1.0	0.3	-0.9	8.6	/
O=C(NC1CCCCC1)c1ccc(CNc2ccccc2)o1	3.5	2.0	-3.9	1.6	1.9	-19.9	-1.6	0.6	-16.0	-0.4
CC(C)(C)c1ccc(NC(=O)CCNC(=O)c2ccco2)cc1	-1.0	-10.7	0.2	3.0	5.0	6.3	4.8	0.3	-18.0	-0.9
CSCCC(NC(=O)c1ccc(Cl)cc1Cl)C(=O)OCC(N)=O (stereo not drawn)	5.1	5.8	6.5	-1.9	-0.7	14.3	-0.1	3.3	-8.8	0.2
COc1cccc(CNn2c(-c3cccc(C)c3)nc3ccccc3c2=O)c1O	-0.4	-2.5	6.6	0.4	0.4	/	0.5	0.3	-10.4	-1.0
N#C/C(C(N)=O)=C1/SC(Cc2ccc(F)cc2)C(=O)N1c1ccccc1 (stereo not drawn)	-2.6	2.4	4.1	0.5	0.5	4.1	0.4	0.4	-15.5	0.5
O=C(CN(Cc1ccc2c(c1)OCO2)C(=O)CNC(=O)c1ccco1)NC1CCCCC1	/	-4.8	-0.9	1.7	-0.2	-10.9	-0.5	2.1	-11.0	-1.9
